Screens as filed in PubChem BioAssay.
LGR2 inh: inhibitors of bursicon-induced Drosophila LGR2 receptor cAMP signaling; HEK293 LGR2, CRE-luciferase, bursicon-stimulated, 4 h; inhibition, % at 9.99 µM; 0.35% of 380,000 active;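 active means drop in luminescence signal, shown as inhibition above about 50% in the replicate tests, limit read from the data, passing the limit was not always enough; inconclusive means probably only some replicates passing the limit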;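 further: agonist challenge used bursicon conditioned medium at about half maximal strength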
EWS-Fli inh: EWS/Fli transcriptional activity inhibition | A673 NR0B1-luciferase reporter, viability-normalised | inhibition, % at 12.6 µM | 0.67% of 350,000 active | AID 651661;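 active means mean inhibition of at least 50% after viability correction, with every replicate also passing that limit; inconclusive means mean reaches 50% but only one of two replicates passes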;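 further: firefly luciferase signal divided by Alamar Blue viability fluorescence both relative to DMSO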
ARNT-TACC3 inh: disruptors of human ARNT/TACC3 interaction; Q9Y6A5; AlphaScreen His-ARNT PAS-B/GST-TACC3 binding, luminescence; TACC3 fragment carries E629A point mutation; inhibition, % at 9.99 µM; 0.66% of 390,000 active;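 active means mean inhibition of replicates at least 50% and at least half of replicates each reaching 50%; inconclusive means half or more replicates reach 50% but mean below 50%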;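 further: 0% = complete ARNT plus TACC3 wells and 100% = ARNT alone without TACC3; many hits fall short of the cut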
CASP6 VEID inh: inhibitors of human caspase-6; 0.53% of 350,000 active; P55212; purified caspase-6, Z-VEID-R110 cleavage fluorescence; inhibition, % at 12.5 µM;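 active means mean inhibition across replicates at least about 35%, with every replicate also reaching that limit, limit read from the data; inconclusive means only one of the two criteria met; inactive means neither criterion met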;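 further: 0% = median of neutral control wells and 100% = no fluorescence left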
Target sequence (P55212 24-179 limits assumed): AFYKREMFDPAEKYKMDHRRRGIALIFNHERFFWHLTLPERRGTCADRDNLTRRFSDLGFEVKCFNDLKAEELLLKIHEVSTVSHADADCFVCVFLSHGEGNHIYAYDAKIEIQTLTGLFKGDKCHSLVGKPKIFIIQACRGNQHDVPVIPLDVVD
Target sequence (P55212 194-293 limits assumed): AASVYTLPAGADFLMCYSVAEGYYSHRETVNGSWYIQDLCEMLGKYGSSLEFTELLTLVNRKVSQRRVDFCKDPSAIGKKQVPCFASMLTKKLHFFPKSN
DENV2 CPE: inhibitors of DENV2 cytopathic effect | DENV2-infected cells, cytopathic effect rescue, plate reader | CPE inhibition, % at 9.99 µM | 1.7% of 350,000 active | AID 651640; in the data active means CPE inhibition above about 20%, passing the limit was not always enough; inconclusive means no clear call, values can overlap the other calls; tested in BHK-21 cells;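 further: 0% = median of neutral control wells and 100% = median of positive control wells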
SIRT5 inh: blocks human SIRT5 desuccinylation of peptide. Q9NXA8. Purified SirT5, succinyl-peptide AMC, trypsin-coupled fluorescence. inhibition, % at 15 µM. 1.1% of 330,000 active. AID 652115; in the data active means inhibition above about 15%; inconclusive means no clear call, values can overlap the other calls
Target sequence (Q9NXA8 whole entry, looked up): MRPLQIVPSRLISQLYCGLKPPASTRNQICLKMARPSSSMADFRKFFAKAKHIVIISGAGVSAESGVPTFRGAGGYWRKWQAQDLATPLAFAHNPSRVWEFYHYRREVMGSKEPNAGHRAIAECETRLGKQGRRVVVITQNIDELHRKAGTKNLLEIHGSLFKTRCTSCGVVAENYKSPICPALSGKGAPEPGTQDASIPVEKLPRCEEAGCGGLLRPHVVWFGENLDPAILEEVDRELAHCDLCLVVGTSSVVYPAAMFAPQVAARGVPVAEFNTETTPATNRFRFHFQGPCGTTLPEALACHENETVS
PAX8 reporter: lowers PAX8-driven luciferase in RMG-I cells | RMG-I TPO-luciferase reporter, SteadyGlo, 24 h | inhibition, % at 12.6 µM | 1.2% of 360,000 active | AID 652154;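 active means mean replicate inhibition at least 60% with every replicate also reaching 60%; inconclusive means only one of the two criteria is met; inactive means mean below 60% and not all replicates reaching 60%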;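 further: luciferase light reporting Pax8 driven TPO promoter activity; plate controls were median of neutral control wells for no effect and mitoxantrone controls for full effect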
Numbers without * were called inactive; & = joins results of further samples.

How did O=C(C[C@H]1CC[C@H]2[C@@H](COC[C@H](O)CN2C(=O)c2ccccn2)O1)N1CCN(c2ccccc2)CC1 do in these assays?
LGR2 inh: 0&4; EWS-Fli inh: -8&1; ARNT-TACC3 inh: -4; CASP6 VEID inh: -1&0; DENV2 CPE: -1&-14; SIRT5 inh: 2&2; PAX8 reporter: 10&-30

Results for COc1ccc(NC(=O)C2CCCN(S(=O)(=O)c3cccc4nonc34)C2)cc1OC (centres undefined) ?
LGR2 inh: 11; EWS-Fli inh: 3; ARNT-TACC3 inh: -1; CASP6 VEID inh: 1; DENV2 CPE: 0; PAX8 reporter: 29

What do the screens show for `O=C(CCN1CCCCC1)NCC[C@@H]1CC[C@@H](NC(=O)Nc2ccc(Cl)cc2)[C@H](CO)O1`?
LGR2 inh: -4; EWS-Fli inh: -6; ARNT-TACC3 inh: 2; CASP6 VEID inh: -4; DENV2 CPE: inconclusive; SIRT5 inh: 1; PAX8 reporter: 1

What do the screens show for `O=C(C1CCC1)N1CC[C@@H]2[C@@H](CO)Nc3ccc(-c4cccc(F)c4)cc3[C@@H]21`?
LGR2 inh: 2; EWS-Fli inh: 9; ARNT-TACC3 inh: 5; PAX8 reporter: -1

What do the screens show for `Cc1cccc(NC2(C(F)(F)F)N=C(c3ccccc3)NC2=O)n1` (centres undefined)?
LGR2 inh: -8; EWS-Fli inh: -3; ARNT-TACC3 inh: -4; CASP6 VEID inh: 1; DENV2 CPE: -1; SIRT5 inh: -6

How did CCc1ccc(-c2csc(NC(=O)Oc3ccccc3)n2)cc1 do in these assays?
LGR2 inh: -48; EWS-Fli inh: -92; ARNT-TACC3 inh: -8; CASP6 VEID inh: 3; DENV2 CPE: -15; SIRT5 inh: -5; PAX8 reporter: 39

Results for Cc1noc(C)c1S(=O)(=O)Nc1ccc2c(c1)C(=O)N([C@H](C)CO)C[C@H](C)[C@@H](CN(C)C(=O)Nc1ccccc1)O2 ?
LGR2 inh: -9&4; EWS-Fli inh: 0&-4; ARNT-TACC3 inh: -6&3; CASP6 VEID inh: 5&7; DENV2 CPE: inconclusive; SIRT5 inh: 10&0; PAX8 reporter: -1

How did O=C(COc1ccccc1F)NNC(=O)c1ccc(F)c(S(=O)(=O)N2CCOCC2)c1 do in these assays?
LGR2 inh: -3; EWS-Fli inh: 3; ARNT-TACC3 inh: 2; CASP6 VEID inh: 0; DENV2 CPE: 0; SIRT5 inh: -2; PAX8 reporter: 16

How did Cc1ccc(S(=O)(=O)N2CCN(c3ccnc4cc(Cl)ccc34)CC2)cc1 do in these assays?
LGR2 inh: 8; EWS-Fli inh: 5; ARNT-TACC3 inh: 0; CASP6 VEID inh: 0; DENV2 CPE: -1; SIRT5 inh: -1; PAX8 reporter: -8

Results for COC(=O)c1cc2c(c3c4ccccc4n(S(C)(=O)=O)c13)C(=O)N(Cc1ccccc1)C2 ?
LGR2 inh: -12; EWS-Fli inh: 25; CASP6 VEID inh: 1; DENV2 CPE: inconclusive; PAX8 reporter: 15

How did C[C@@H]1CCCCO[C@H](CN(C)S(=O)(=O)c2ccccc2)[C@H](C)CN([C@@H](C)CO)C(=O)c2cc(NS(C)(=O)=O)ccc2O1 do in these assays?
LGR2 inh: 4; EWS-Fli inh: 4; ARNT-TACC3 inh: 0; CASP6 VEID inh: -4; SIRT5 inh: 5; PAX8 reporter: 18

Results for O=C(CNC(=O)c1ccccc1)OCc1nnc(-c2ccccc2)o1 ?
LGR2 inh: -4; EWS-Fli inh: -17; ARNT-TACC3 inh: 1; CASP6 VEID inh: -1; DENV2 CPE: -11; SIRT5 inh: -3; PAX8 reporter: 0

What do the screens show for `COc1ccc(SSc2ccc(OC)cc2C(=O)O)c(C(=O)O)c1`?
LGR2 inh: 10; EWS-Fli inh: -1; CASP6 VEID inh: 6; DENV2 CPE: 3; PAX8 reporter: 12

Results for O=C(c1cnn(C(=O)c2ccco2)c1)c1cc(F)ccc1O ?
LGR2 inh: 15; EWS-Fli inh: 8; CASP6 VEID inh: -2; DENV2 CPE: 4; SIRT5 inh: -1; PAX8 reporter: -8

Results for CCOc1ccc(C(=O)COC(=O)c2nn(CC)c(=O)c3ccccc23)cc1 ?
LGR2 inh: -11; EWS-Fli inh: 5; ARNT-TACC3 inh: 3; CASP6 VEID inh: 1; DENV2 CPE: -3; SIRT5 inh: 3; PAX8 reporter: -8

What do the screens show for `CC1Sc2ccccc2N(Cc2ccccc2)C1=O` (centres undefined)?
LGR2 inh: 10; EWS-Fli inh: 28; CASP6 VEID inh: -3; DENV2 CPE: 2; PAX8 reporter: -2

What do the screens show for `Cc1cccc(NC(=O)CCC2CCN(Cc3nccs3)CC2)c1`?
LGR2 inh: -11; ARNT-TACC3 inh: -20; CASP6 VEID inh: -12; DENV2 CPE: -2; SIRT5 inh: -2; PAX8 reporter: -11

Results for C[C@@H]1CN([C@@H](C)CO)C(=O)Cc2cc(NC(=O)NC3CCCCC3)ccc2O[C@H]1CN(C)Cc1ccccc1 ?
EWS-Fli inh: 9; ARNT-TACC3 inh: -12; CASP6 VEID inh: 1; DENV2 CPE: 2; SIRT5 inh: 2; PAX8 reporter: 3

How did CCN(CC)C(=O)Cn1cc(C(=O)C(=O)N2CCN(c3ccc(OC)cc3)CC2)c2ccccc21 do in these assays?
LGR2 inh: 7; EWS-Fli inh: 4; ARNT-TACC3 inh: 4; CASP6 VEID inh: 2; DENV2 CPE: -2; SIRT5 inh: 1; PAX8 reporter: 19

How did O=C(O)COc1ccccc1/C=N/NC(=O)c1cc(-c2ccccc2)nc2ccccc12 do in these assays?
LGR2 inh: 6; EWS-Fli inh: -2; ARNT-TACC3 inh: 23; CASP6 VEID inh: 6; DENV2 CPE: -5; SIRT5 inh: -1; PAX8 reporter: 9

How did CCC(=O)Nc1ccc2c(c1)C(=O)N(C)C[C@H](OC)[C@@H](C)CN(Cc1ccccc1C(=O)O)[C@H](C)CO2 do in these assays?
LGR2 inh: -8; EWS-Fli inh: 1; ARNT-TACC3 inh: -1; CASP6 VEID inh: 3; DENV2 CPE: -7; SIRT5 inh: 0; PAX8 reporter: -35

What do the screens show for `O=C(NCc1ccccc1)C1=C[C@@H](c2ccc(C(F)(F)F)cc2)C[C@@H](OCc2ccc(CO)cc2)O1`?
LGR2 inh: 16; EWS-Fli inh: 16; ARNT-TACC3 inh: -4; CASP6 VEID inh: 0; DENV2 CPE: inconclusive; SIRT5 inh: 1; PAX8 reporter: 20

What do the screens show for `C[C@@H]1CN([C@@H](C)CO)C(=O)Cc2cc(NC(=O)Cc3cn(C)c4ccccc34)ccc2O[C@@H]1CN(C)Cc1ccc(Cl)c(Cl)c1`?
LGR2 inh: -9; EWS-Fli inh: -4; CASP6 VEID inh: -2; DENV2 CPE: 10; SIRT5 inh: 0

How did COc1ccccc1CNC(=O)C1CCN(S(=O)(=O)c2cccc3cccnc23)CC1 do in these assays?
LGR2 inh: 10; EWS-Fli inh: -2; ARNT-TACC3 inh: 1; CASP6 VEID inh: 1; DENV2 CPE: 8; PAX8 reporter: 12

How did Cc1c(NC(=O)c2cccc(NC(=O)Cc3ccc(F)cc3)c2)c(=O)n(-c2ccccc2)n1C do in these assays?
LGR2 inh: -17; EWS-Fli inh: 2; ARNT-TACC3 inh: -3; CASP6 VEID inh: 0; DENV2 CPE: 7; SIRT5 inh: 0; PAX8 reporter: 7

How did COCCCNC(=S)Nc1ccc2nc(N3CCOCC3)cc(C)c2c1 do in these assays?
LGR2 inh: -13; EWS-Fli inh: 2; ARNT-TACC3 inh: 1; CASP6 VEID inh: 0; DENV2 CPE: 0; SIRT5 inh: -5; PAX8 reporter: 3

What do the screens show for `CN(C(=O)c1cccn(Cc2ccccc2)c1=O)c1ccccc1`?
LGR2 inh: -23; EWS-Fli inh: 6; ARNT-TACC3 inh: -22; CASP6 VEID inh: 0; DENV2 CPE: 1; PAX8 reporter: 22

How did CC1Cc2nc(SCC(=O)N3CCOCC3)n(-c3ccccc3)c(=O)c2S1 (centres undefined) do in these assays?
LGR2 inh: 0; EWS-Fli inh: -3; ARNT-TACC3 inh: -1; CASP6 VEID inh: 0; DENV2 CPE: 1; SIRT5 inh: 0; PAX8 reporter: 6

Results for CC(=O)Cc1nsc(NC(=O)c2ccccc2Cl)n1 ?
LGR2 inh: 6; EWS-Fli inh: -9; ARNT-TACC3 inh: -6; CASP6 VEID inh: 1; SIRT5 inh: -7; PAX8 reporter: 11

What do the screens show for `CC1CCC(NC(=O)c2ccc(NS(=O)(=O)c3ccc4[nH]c(=O)[nH]c4c3)cc2)CC1` (centres undefined)?
LGR2 inh: -33; EWS-Fli inh: -50; ARNT-TACC3 inh: -6; CASP6 VEID inh: 0; DENV2 CPE: -2; SIRT5 inh: -3; PAX8 reporter: -31

What do the screens show for `CC(C)C(C)(C#N)NC(=O)COC(=O)C1CCN(S(=O)(=O)c2ccc3c(c2)OCCO3)CC1` (centres undefined)?
LGR2 inh: -16; EWS-Fli inh: 3; CASP6 VEID inh: 4; DENV2 CPE: inconclusive; SIRT5 inh: -7; PAX8 reporter: -3

What do the screens show for `Cc1[nH]nc(C(F)(F)F)c1CCC(=O)NC1CCCCCC1`?
LGR2 inh: 5; EWS-Fli inh: 1; ARNT-TACC3 inh: 7; CASP6 VEID inh: -1; DENV2 CPE: -10; SIRT5 inh: 1; PAX8 reporter: -4

Results for O=C(CN1CCCC1c1cccs1)Nc1cc(S(=O)(=O)N2CCCC2)ccc1Cl (centres undefined) ?
LGR2 inh: -3; EWS-Fli inh: 11; ARNT-TACC3 inh: -7; CASP6 VEID inh: 0; DENV2 CPE: 1; SIRT5 inh: -4

How did Cc1c(C(=O)Nc2cccnc2)oc2ccc(Br)cc12 do in these assays?
LGR2 inh: -63; EWS-Fli inh: -79; ARNT-TACC3 inh: -10; CASP6 VEID inh: -1; DENV2 CPE: -3; SIRT5 inh: 3; PAX8 reporter: -94

How did C[C@H]1CN([C@@H](C)CO)C(=O)c2cc(NC(=O)NC3CCCCC3)ccc2O[C@@H]1CN(C)S(=O)(=O)c1ccc(Cl)cc1 do in these assays?
LGR2 inh: 6; EWS-Fli inh: 3; ARNT-TACC3 inh: -4; CASP6 VEID inh: -2; DENV2 CPE: 3; SIRT5 inh: 2; PAX8 reporter: 1

Results for Cc1ccc(-c2nnc(CN3CCN(C)CC3)o2)cc1 ?
LGR2 inh: -3; EWS-Fli inh: -7; ARNT-TACC3 inh: -13; CASP6 VEID inh: -3; DENV2 CPE: -2; SIRT5 inh: -3; PAX8 reporter: -22

Results for O=C(Nc1nnc(S(=O)(=O)N2CCCCCC2)s1)c1ccc(Cl)cc1 ?
LGR2 inh: 0; ARNT-TACC3 inh: 16; CASP6 VEID inh: 5; DENV2 CPE: 7; SIRT5 inh: -5; PAX8 reporter: 8

What do the screens show for `CSc1ccccc1C(=O)C1CCCN(C(=O)c2cncs2)C1` (centres undefined)?
LGR2 inh: -4; ARNT-TACC3 inh: -8; CASP6 VEID inh: -4; DENV2 CPE: 0; SIRT5 inh: -1; PAX8 reporter: -6

How did CO[C@@H]1CN(C)C(=O)c2ccc(NC(C)=O)cc2OC[C@H](C)N(Cc2ccccn2)C[C@H]1C do in these assays?
LGR2 inh: 4; EWS-Fli inh: -6; ARNT-TACC3 inh: 7; CASP6 VEID inh: -2; DENV2 CPE: 5; SIRT5 inh: -2; PAX8 reporter: -11

How did CCOc1cc(CNCc2ccccc2)ccc1OCC(=O)NC1CCCCC1 do in these assays?
LGR2 inh: 0; EWS-Fli inh: 15; CASP6 VEID inh: -4; DENV2 CPE: 8; SIRT5 inh: 1; PAX8 reporter: 27

What do the screens show for `Nc1cc(=O)nc2cn[nH]n12`?
LGR2 inh: -6; EWS-Fli inh: -2; CASP6 VEID inh: -1; DENV2 CPE: 18; SIRT5 inh: -3; PAX8 reporter: 0

Quoted from the listing, two compounds:
How did CCOc1cc(CNCc2ccccc2)ccc1OCC(=O)NC1CCCCC1 do in these assays?
LGR2 inh: 0; EWS-Fli inh: 15; CASP6 VEID inh: -4; DENV2 CPE: 8; SIRT5 inh: 1; PAX8 reporter: 27

What do the screens show for `Nc1cc(=O)nc2cn[nH]n12`?
LGR2 inh: -6; EWS-Fli inh: -2; CASP6 VEID inh: -1; DENV2 CPE: 18; SIRT5 inh: -3; PAX8 reporter: 0
